Hsp70 displacement: Hsp70 inhibitors, probe displacement, primary screen, biochemical, fluorescence polarization (AID 583) | Heat shock 70 kDa protein 1A (Homo sapiens) | Hsp70 fluorescence polarization probe displacement, mP; higher % means a stronger effect | one-dose displacement, % at 20 µM; IC50 in µM for titrated hits | 0.06% of 140,000 active; in the data active = displacement above about 50%;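 also: plate controls were vehicle for no effect and reference ligand for full effect; a part of the inactive calls stands beside numbers as strong as those of hits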
MKP-3 inhibition: MKP-3 phosphatase inhibitors, primary screen, biochemical, rat enzyme, in vitro (AID 425) | recombinant MKP-3 phosphatase activity, fluorescence; higher % means a stronger effect | inhibition, % at 20 µM, or IC50 in µM where a hit was titrated | 0.17% of 110,000 active | Dual specificity protein phosphatase 6 (Rattus norvegicus); in the data active = inhibition above about 50%;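 also: plate controls were vehicle for no effect and reference inhibitor for full effect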
The depositor's hits bear a star; nt = not tested or not shown; & = joins results of further samples.

SMILES	Hsp70 displacement	MKP-3 inhibition
CCOC(=O)N1CCC(c2cc(=O)n3[nH]cc(C(=O)OC)c3n2)CC1	-3.2%	1%
COc1ccccc1S(=O)(=O)Cc1ccc(C(=O)NCc2ccc3c(c2)OCO3)o1	-2.5%	5%
Cc1cc(/C=C2\SC(=O)NC2=O)c(C)n1-c1ccc(-c2ccccc2)cc1	-2.1%	4%
COc1ccc(OC)c(/C=C/C(=O)Nc2cc(OC)ccc2OC)c1	0.4%	0%
Cc1cccc(NC(=S)NC(=O)C(C)(C)C)c1C	1.6%	-1%
Nc1ccc2c(c1)C(=O)N(CC1CCCO1)C2=O (stereo not drawn)	9.2%	-4%
CCCN=C(C)c1c(-c2ccccc2)[nH]n(-c2nc3ccccc3s2)c1=O	-2.5%	nt
CCOc1ccc2nc(NC(=O)CN3CCN(c4ccccn4)CC3)sc2c1	-2.6%	-6%
O=C1CC2CS(=O)(=O)CC2N1C1CCCCC1 (stereo not drawn)	2.0%	-3%
Cc1cc(C)c(OCC(=O)Nc2c(C)cccc2C)c(C)c1	-4.1%	4%
Cn1c(=O)oc2cc(S(=O)(=O)Nc3ccc4c(c3)OCO4)ccc21	4.3%	-4%
CSc1ccc(/C=N\NC(=O)COc2ccc(C)cc2)cc1	1.2%	-1%
CCCCn1c(N)c(Sc2ccccc2)c(=O)[nH]c1=O	-2.1%	nt
O=C(CCS(=O)(=O)Cc1ccccc1)NCC1CCCO1 (stereo not drawn)	-1.4%	4%
CCOC(=O)c1cc2cc([N+](=O)[O-])ccc2oc1=O	2.0%	5%
CCCCCCc1c(O)c2ccccc2[nH]c1=O	1.8%	-4%
COc1cccc(-n2ccnc2SCC(=O)NCc2ccccc2)c1	1.3%	1%
O=C1NC(=S)N(c2cccc(Br)c2)C(=O)/C1=C/c1ccc(-c2ccc(C(=O)O)cc2)o1	11%	6%
COc1c(Br)cc(/C=C2\SC(=S)NC2=O)cc1Br	-0.4%	1%
Cc1cccc(N2CCC(N=CN(C)C)=N2)c1	1.3%	0%
CC(C)COc1ccc(C(=O)Nc2nc(-c3ccccc3)cs2)cc1	3.5%	3%
Cn1c(SCC(=O)O)nc2ccccc2c1=O	-2.1%	-4%
CC(C)(C)c1ccc(N2C(=O)Cc3c2nc(N)c(C#N)c3N)cc1	-1.8%	nt
Cc1ccccc1NC(=O)c1cc(-c2ccccc2)nc2c(Cl)cccc12	-5.1%	3%
CCN(CC)S(=O)(=O)c1cccc(-c2nnc(SCc3nnc(-c4ccccc4)o3)n2C)c1	5.9%	nt

Other records:
SMILES	Hsp70 displacement	MKP-3 inhibition
CC(=O)Oc1cc2c(C(C)=O)coc2c2ccccc12	5.8%	-3%
CC(C)(O)C(=O)NN(C(=O)c1ccccc1)c1cccc(Br)c1	2.4%	nt
COc1ccc(C(=O)Nc2ccc(N3CCN(c4ccc(OC)cc4)CC3)c(C#N)c2)cc1	6.7%	-4%
O=C(NCc1ccccn1)c1cccs1	1.9%&3.8%	-3%&2%
CC(CNC(=O)COc1cccc2ccccc12)CN(C)C (stereo not drawn)	-1.8%	1%
O=C1CC(c2ccc(Cl)cc2)CC2=C1C(c1cc3c(cc1[N+](=O)[O-])OCO3)Nc1ccccc1N2 (stereo not drawn)	3.7%	2%
COc1cc(NC(=O)C2CCCC2)c(OC)cc1Cl	3.0%&-2.1%	-4%&4%
CC1=C(C(=O)OCc2ccccc2)C(c2ccc(C(F)(F)F)cc2)CC(=O)N1 (stereo not drawn)	-0.8%	4%
Cc1cc(NC(=O)CSc2nc3ccccc3c(=O)n2CCCC(=O)NCc2ccco2)n[nH]1	-1.1%	8%
Cc1ccc2nsnc2c1NC(=O)c1ccc(-c2cc(Cl)ccc2Cl)o1	-3.0%	-6%
COc1ccc(CN2CC(C(=O)NCc3cccc(OC)c3)CC2=O)cc1 (stereo not drawn)	0.6%	-8%
COc1ccccc1/C=C1\SC(=S)N(c2c(C)n(C)n(-c3ccccc3)c2=O)C1=O	-2.6%	0%
COc1ccc(NC(=O)C2CCCN(C)C2)cc1OCC(C)C (stereo not drawn)	2.5%	nt
Cc1onc(-c2ccccc2)c1C(=O)Nc1ccc(OC(C)C)cc1	3.4%	2%
Cc1cc(C)n(-c2cc(NCc3ccccc3)nc(-c3ccccc3)n2)n1	-4.9%	-2%
Cc1cc(C)c2[nH]c(O)c(N=NC(N)=S)c2c1	2.4%	0%
CC1CCCC(C)N1Cc1cn2ccccc2n1 (stereo not drawn)	-5.3%	4%
O=S(=O)(c1ccccc1C(O)(c1ccccc1)c1ccccc1)c1ccccc1C(O)(c1ccccc1)c1ccccc1	1.0%	-2%
Cc1ccc2cc(C#N)c(NCc3ccco3)nc2c1	-1.9%	-3%
Nc1nc(O/N=C/c2ccc([N+](=O)[O-])cc2)nc(N2CCOCC2)n1	2.0%	-2%
Cc1ccc(C(=O)Nc2sc3c(c2C(=O)NCc2ccco2)CCCC3)cc1	1.5%	nt
COc1cc(CNC(C)c2ccccc2)c(Br)cc1OCC(N)=O (stereo not drawn)	1.4%	nt
COc1ccc(C(=O)C(CN2CCOCC2)c2ccccc2)cc1F (stereo not drawn)	0.6%	-6%
O=C(COc1ccccc1)NCC1CCCO1 (stereo not drawn)	2.5%	0%
Cc1cc(C)n(CC2CC(=O)N(c3cc(Cl)cc(Cl)c3)C2=O)n1 (stereo not drawn)	1.2%	-4%

More entries follow.
SMILES	Hsp70 displacement	MKP-3 inhibition
O=C(C1=C(O)C(=O)N(CC2CCCO2)C1c1cccnc1)c1ccco1 (stereo not drawn)	-1.4%	-1%
COc1cc2c(cc1OC)C(SC)=NC1(CCCC1)C2	-0.3%	3%
COc1ccc(C(=O)Nc2cc(Cl)ccc2Cl)cc1NC(=O)COc1ccc(F)cc1	12%	-1%
CC(C(=O)NC1CCCC1)N(Cc1ccco1)C(=O)c1snc(C(=O)NC2CCCC2)c1N (stereo not drawn)	-2.8%	-17%
CCOc1cc(N2CCOCC2)c(OCC)cc1NC(=O)Cc1ccc(OC)c(OC)c1	nt	-3%
CC(=O)NC1CSCC1OC(C)=O (stereo not drawn)	-2.1%	-17%
COc1ccc(CNC(=O)CN(c2cc(C)cc(C)c2)S(=O)(=O)c2c(C)noc2C)cc1	-3.7%	-1%
Cc1ccc(S(=O)(=O)N(C)c2ccc(N)cc2)cc1	-2.7%	nt
CCOC(=O)c1sc2nc(C(C)C)c3c(c2c1N)CC(C)(C)OC3	6.1%	nt
CCCCN=CC1=C(O)C(C(=O)OC)C(C)(C)CC1=O (stereo not drawn)	0.0%	-9%
CC1=C(C(=O)Nc2ccc(F)cc2)C(c2cccc(C)c2)n2nc(CCCO)nc2N1 (stereo not drawn)	0.7%	-3%
O=C(CCS(=O)(=O)c1cccs1)NC1CCCCCC1	1.9%	-2%
Clc1ccc(-c2nnc(NC3=NCCCCC3)o2)cc1	4.2%	-6%
O=C1C2C3c4ccccc4C(c4ccccc43)C2C(=O)N1c1ccc(Br)cn1 (stereo not drawn)	0.7%	3%
O=C(CCC(=O)c1cccs1)Nc1nnc(C2CC2)s1	-2.3%	-13%
O=C(O)CCCN1C(=O)/C(=C\c2cccc(O)c2)SC1=S	1.3%	0%
COc1ccc(-c2cc3nc4n(c(=O)c3s2)CCC4)cc1	5.4%	-5%
CCC(=O)n1nc(-c2ccc(OC)cc2)nc1SC	2.6%	nt
O=C(CN1CCSCC1)c1c[nH]c2ccccc12	3.8%	nt
CNC(=O)/C(C#N)=C/c1ccc([N+](=O)[O-])o1	0.7%	-1%
CC1CCC(C(=O)NC(C(=O)NCc2cccnc2)C(C)C)CC1 (stereo not drawn)	-1.4%	nt
CC(C)(C)Cc1nc(-c2ccccn2)no1	1.2%	-6%
CC1CCCC(C)N1CCNC(=O)Nc1ccc(Cl)cc1 (stereo not drawn)	-1.8%	nt
Cc1nnc(SCC(=O)Nc2ccc(S(=O)(=O)N3CCCC3)cc2)n1N	2.4%	-5%
CC1CCCC(NC(=O)CSc2ncccc2C(=O)O)C1C (stereo not drawn)	4.4%	6%

Exported with two lines to a compound: part of the list above
Fields: Hsp70 displacement, MKP-3 inhibition
> Cc1cc(NC(=O)CSc2nc3ccccc3c(=O)n2CCCC(=O)NCc2ccco2)n[nH]1
→ -1.1%, 8%
> CCCCN=CC1=C(O)C(C(=O)OC)C(C)(C)CC1=O (stereo not drawn)
→ 0.0%, -9%
> Cc1cc(C)c2[nH]c(O)c(N=NC(N)=S)c2c1
→ 2.4%, 0%

Molecules above containing fluorine, in the order listed:
SMILES	Hsp70 displacement	MKP-3 inhibition
CC1=C(C(=O)OCc2ccccc2)C(c2ccc(C(F)(F)F)cc2)CC(=O)N1 (stereo not drawn)	-0.8%	4%
COc1ccc(C(=O)C(CN2CCOCC2)c2ccccc2)cc1F (stereo not drawn)	0.6%	-6%
COc1ccc(C(=O)Nc2cc(Cl)ccc2Cl)cc1NC(=O)COc1ccc(F)cc1	12%	-1%
CC1=C(C(=O)Nc2ccc(F)cc2)C(c2cccc(C)c2)n2nc(CCCO)nc2N1 (stereo not drawn)	0.7%	-3%

Further structures follow:
SMILES	Hsp70 displacement	MKP-3 inhibition
CC(C)c1c(O)nc(SCC(=O)O)[nH]c1=O	-4.3%	3%
CC(C(=O)NCc1ccc2c(c1)OCO2)N(c1ccccc1)S(C)(=O)=O (stereo not drawn)	3.8%	4%
CCCCC(O)(CCCC)c1ccccc1O	-4.3%	2%
COc1ccc(/C=C2\C(=O)N(c3cccc(C(=O)O)c3)N=C2C)cc1	0.7%	1%
CCOC(=O)c1cc(CC)sc1NC(=O)COC	11%	-3%
CCc1nn2c(N)c(C=C3C=CC(=O)C=C3)c(=O)nc2s1	2.0%	3%
CCc1[nH]nc2c1C(c1cccnc1)C(C#N)=C(N)O2 (stereo not drawn)	2.5%	-2%
CC1CCN(C(=O)c2ccc(Cl)cc2Cl)CC1	-0.9%	3%
CN(C)CCCNC(=O)c1ccccc1Cl	-0.2%	0%
COc1ccc(OC)c(NC(=O)C2C3C4CCC(C4)C23)c1 (stereo not drawn)	-0.9%	0%
COc1ccc(CCNC(=O)COc2ccccc2OC)cc1	-0.4%	0%
CCOc1ccc(NC(=O)CSc2n[nH]c(=O)n2-c2ccccc2)cc1	0.1%	-11%
COc1ccc(C(=O)N2CCN(C3CC4CCC3C4)CC2)cc1 (stereo not drawn)	2.5%	-1%
O=c1cc(C(F)F)oc2c1ccc1ccccc12	2.3%&-2.8%	-2%&0%
CCN(CC)S(=O)(=O)c1ccc(Oc2ccccc2)cc1	-0.6%	nt
Cc1cccc(C)c1NC(=O)COc1ccc(Br)cc1	1.3%	2%
CC(C)C(=O)Nc1ccc(C(=O)N2CCCCCC2)cc1	8.9%	nt
CN(C)c1nc2ccc(OCCN3CCCCC3)cc2s1	-2.2%	-4%
COC(=O)c1cccc(C(=O)Nc2ccc(C)cc2Br)n1	-1.1%	-11%
COc1ccc(/C=C2\C(=O)NC(=O)N(c3ccc(Br)c(C)c3)C2=O)cc1	-6.1%	7%
Cc1cccc(OCCN2CCCCC2)c1	3.8%	-1%
CCOc1ccc(NC(=O)c2ccc(Cl)cc2Cl)cc1	2.5%	-2%
O=C1NC(=S)/C(=C\c2ccc(-c3ccc([N+](=O)[O-])cc3)o2)S1	20%	26%
O=C(NCc1ccco1)c1nc2ccccc2s1	0.2%	-5%
CNC(=O)N(c1ccccc1)c1ccccc1	0.6%	-10%

(listing goes on)
SMILES	Hsp70 displacement	MKP-3 inhibition
CC1(C)CC(=O)C(C=NCCc2ccc(O)cc2)=C(O)C1	-4.5%	1%
CCn1nnc(NC(=O)c2cccc(-c3cc4ccccc4oc3=O)c2)n1	8.6%	-14%
N#CC1=C(SCc2ccccc2)NC(=O)CC1c1cccc(O)c1 (stereo not drawn)	-4.0%	2%
COC(=O)c1cc(OC)c(OC)cc1NC(=O)c1cc(C)on1	-3.0%	-8%
Cc1nnc(NC(=O)c2cccc(S(=O)(=O)N3CCOCC3)c2)s1	-2.4%	nt
COc1cc(NC(=O)Cn2nnc(-c3ccncc3)n2)cc(OC)c1	5.7%	-4%
N#Cc1cccc(-c2cn(S(=O)(=O)c3ccc(Cl)cc3)nc2N)c1	0.4%	-5%
CC(=O)N1CCc2cc(Br)cc(S(=O)(=O)NCC3CCCO3)c21 (stereo not drawn)	-4.8%	5%
COc1ccc(NS(=O)(=O)c2ccc3oc(SC4CCOC4=O)nc3c2)cc1 (stereo not drawn)	-2.1%	nt
COc1ccc(C2=C/C(=C\c3ccc4c(c3)OCO4)C(=O)O2)cc1	-9.5%	1%
Cc1ccc(NC(=O)c2ccn(C(=O)c3cccc(I)c3)n2)c(C)c1	1.8%	5%
C=CCN1C(=O)/C(=C\c2ccccc2C)SC1=S	-0.2%	0%
CCN(CC)C(=O)COc1cc(C)c(Cl)c(C)c1	3.3%	nt
CCCOc1ccc(C(=O)Nc2ccc(N3CCN(C(C)=O)CC3)cc2)cc1	-3.8%	5%
OC1(c2cccc(C(F)(F)F)c2)CCN(c2ccc(-c3ccccc3)nn2)CC1	-0.1%	3%
COC(=O)c1ccc2c(c1)nc(C)n2CCO	8.7%	-3%
COc1ccc(N(CC(=O)Nc2ccc3ccccc3c2)S(=O)(=O)c2ccc(C)cc2)cc1	3.7%	2%
CC(C)NCC(O)COc1ccccc1C(C)(C)C (stereo not drawn)	1.6%	0%
COc1ccc(/C=C/C(=O)n2cc(C)nc2C)cc1OC	-0.9%	0%
CC1CCc2c(sc(NC(=O)/C=C/c3ccc4c(c3)OCO4)c2C(N)=O)C1 (stereo not drawn)	-2.9%	26%

3 of the compounds above, with two lines to a compound:
Values run as follows: Hsp70 displacement, MKP-3 inhibition
CCOc1cc(N2CCOCC2)c(OCC)cc1NC(=O)Cc1ccc(OC)c(OC)c1
  nt, -3%
CC(=O)NC1CSCC1OC(C)=O (stereo not drawn)
  -2.1%, -17%
COc1ccc(CNC(=O)CN(c2cc(C)cc(C)c2)S(=O)(=O)c2c(C)noc2C)cc1
  -3.7%, -1%

High-throughput results: PubChem BioAssay, Sanford-Burnham Center for Chemical Genomics

This is a subset. The share of hits here may be higher or lower than overall.
